High-throughput results from PubChem.
Giardia kill = Small Molecules that selectively kill Giardia lamblia: qHTS; Giardia lamblia trophozoite viability; activity change, % at 7.66 µM, hits read low; actives 0.15% (n = 340,000); in the data active = activity change below about -80%; inconclusive = between about -30% and that limit;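 also: parasites exposed to compound for two days anaerobically before the ATP read; % is scaled to controls: 0 for no effect and ±100 for the full control effect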
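Giardia trophozoites, 100 cells per well, were exposed to compounds for 48 hrs at 37 deg C under anaerobic conditions; viability was then read as ATP content by bioluminescence after 15-30 min at room temperature.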
GALK inhibitor = qHTS Assay for Inhibitors of Human Galactokinase (GALK). Purified GALK, Kinase-Glo residual ATP luminescence. Potency, µM (titrated, usually from 57.5 µM), without a hit: top-dose activity change, negative = inhibition, most hits filed as inhibitors. P51570. actives 0.007% (n = 270,000); also: potency is read from the fitted curve at half-maximal effect; % is scaled to controls: 0 for no effect and ±100 for the full control effect
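Human GALK (5 nM) with 35 uM ATP and 100 uM galactose in 20 mM HEPES pH 8.0, 5 mM MgCl2, 60 mM NaCl, 1 mM DTT, 0.01% BSA. After 1 h at room temperature, leftover ATP was read by Kinase-Glo Plus luminescence.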
Coupling enz = qHTS Assay for Inhibitors of Fructose-1,6-bisphosphate Aldolase from Giardia Lamblia: Coupling assay counterscreen | coupling enzyme system counterscreen, AmpLite Red fluorescence | AID 2472, 2010 | actives 0.67% (n = 290,000) | activity change, negative = inhibition, % at 58.2 µM, hits read low; in the data active = activity change below about -30%; also: % is scaled to controls: 0 for no effect and ±100 for the full control effect
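Fluorescence at 525 nm excitation and 598 nm emission measured inhibition of the coupled detection system without aldolase. Compounds (at 57.5 uM final) were preincubated 10 min at room temperature with coupling enzyme reagent before a 20 min substrate/AmpLite Red step.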
USP2a block = qHTS Assay for Inhibitors of Ubiquitin-specific Protease USP2a Using CHOP2 as the Reporter | Ubiquitin carboxyl-terminal hydrolase 2 (Homo sapiens), O75604 | USP2 core, Ub-CHOP2 coupled fluorogenic reporter, 485/531 | Potency, µM (highest dose often 38.3 µM), inactives show at the highest dose activity change, negative = inhibition, most hits filed as inhibitors | actives 0.01% (n = 330,000) | AID 463254, 2010;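 also: potency is read from the fitted curve at half-maximal effect; plate controls were DMSO wells for no effect and full inhibition by NEM control for full effect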
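Cell-free coupled assay: 10nM USP2 core preincubated 30min RT with compound in Tris-HCl pH 8.0/CaCl2/CHAPS buffer, then 25nM Ub-CHOP2 and 25nM reporter substrate; fluorescence (Ex 485/Em 531) read after 60min RT, normalized to NEM inhibition, concentration-response curves fitted.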
Menin MLL FP TR = qHTS Assay for Inhibitors Targeting the Menin-MLL Interaction in MLL Related Leukemias: Competition With Texas Red Labeled MLL-derived Mutant Peptide. O00255. Menin + Texas Red MLL mutant peptide, fluorescence polarization. Potency, µM (highest dose often 61.6 µM), for the others: at the top dose FP activity change, negative = inhibition, actives largely listed as inhibitors. actives 0.23% (n = 270,000). AID 1768, 2009; active = well fitted inhibition curve with a large enough effect in the polarisation, with a control signal flat, not every such curve was filed as active; inconclusive = small, poorly fitted or top-dose-only effect, or effect the other way, or a change in a side signal; inactive = no such curve, though single readings can be large or run the other way; the % refers to the polarisation; also: potency is read from the fitted curve at half-maximal effect; % of control where 0% means no effect; many of its hits are not listed in these tables
TRPV1 agonist = HTS Assay for Compounds that Act as Agonists of the Vanilloid Receptor 1; Transient receptor potential cation channel subfamily V member 1 (Homo sapiens), Q8NER1; TRPV1-expressing cells, Fluo-8 calcium influx, agonist mode; activation, % at 8.33 µM; actives 0.19% (n = 320,000); AID 540275, 2011; in the data active = activation above about 80%; inconclusive = between about 30% and that limit; also: 0% is about no effect
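Cells expressing TRPV1 were dye-loaded with Fluo-8 and read kinetically: 10 s baseline, 3 min after compound (agonist portion), then 2 min after EC20 capsaicin (allosteric enhancer portion). Calcium-bound dye fluorescence at 480/520 nm.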
B2AR arrestin = qHTS assay of beta-arrestin-biased ligands of beta2-adrenergic receptor. Beta-2 adrenergic receptor (Homo sapiens), P07550. beta-arrestin recruitment to beta2AR, cell-based reporter. Potency, µM (titrated, usually from 46.1 µM), for the others: at the top dose activation, hits mostly activators. actives 0.02% (n = 330,000);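 also: potency is read from the fitted curve at half-maximal effect; 0% = DMSO controls and full agonism = EC100 isoproterenol or metaproterenol; nearly all actives have a fitted effect of over 65% in size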
Target sequence (P07550 whole entry, looked up): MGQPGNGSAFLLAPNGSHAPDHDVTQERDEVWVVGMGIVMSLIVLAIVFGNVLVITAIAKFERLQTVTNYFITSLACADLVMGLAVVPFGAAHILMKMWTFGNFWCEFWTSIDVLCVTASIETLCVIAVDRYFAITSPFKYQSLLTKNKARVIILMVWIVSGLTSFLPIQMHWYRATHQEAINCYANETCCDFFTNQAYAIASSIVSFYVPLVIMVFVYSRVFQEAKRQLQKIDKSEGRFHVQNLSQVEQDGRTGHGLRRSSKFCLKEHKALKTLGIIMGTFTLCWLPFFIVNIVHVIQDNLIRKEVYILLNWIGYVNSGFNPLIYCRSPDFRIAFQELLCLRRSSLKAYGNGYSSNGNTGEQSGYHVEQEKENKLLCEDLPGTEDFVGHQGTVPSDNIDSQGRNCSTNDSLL
MLL CXXC-DNA inh = qHTS Fluorescence Polarization Assay for Inhibitors of MLL CXXC domain - DNA interaction. MLL-CXXC / FITC-HOXA9 DNA fluorescence polarization. Potency, µM (doses to about 115 µM), inactives show at the highest dose activity change, negative = inhibition, usual class: inhibitors. Histone-lysine N-methyltransferase 2A (Homo sapiens), Q03164. actives 0.037% (n = 290,000); active = well fitted inhibition curve with a large enough effect in the polarisation, with a control signal flat, not every such curve was filed as active; inconclusive = small, poorly fitted or top-dose-only effect, or effect the other way, or a change in a side signal; inactive = no such curve, though single readings can be large or run the other way; the % refers to the polarisation; also: potency is read from the fitted curve at half-maximal effect
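Fluorescence polarization: 7 uM MLL-CXXC (stock) preincubated 5 min with compounds, then 50 nM fluorescein-HOX-A9 DNA (stock) added; 30 min ambient. Buffer 50 mM Tris-HCl pH 7.5, 50 mM NaCl, 1 mM DTT, 0.05% BSA.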
KCNH2 3.1 block = qHTS for Inhibitors of KCHN2 3.1: Mutant qHTS; Potassium voltage-gated channel subfamily H member 2, brain isoform KCNH2 3.1 (human); U2OS KCNH2 3.1, thallium flux FluxOr; stronger effect = lower value; activity change, % (tested at about 1.8 µM); actives 0.95% (n = 340,000); AID 720553, 2013;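 active = maximum activity change below -70%; inconclusive = maximum activity change from -70% to -50%; inactive = maximum activity change above -50%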;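 also: thallium influx rate constant from kinetic fluorescence after stimulation buffer; % is scaled to controls: 0 for no effect and ±100 for the full control effect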
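FluxOr-based Tl+ influx in U2OS cells transduced with KCNH2 3.1 virus; rate constants normalized to DMSO controls.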
hERG WT inh = qHTS for Inhibitors of KCHN2 3.1: Wildtype qHTS; Voltage-gated inwardly rectifying potassium channel KCNH2 (Homo sapiens), Q12809; U2OS, BacMam KCNH2, thallium flux FluxOr; stronger effect = lower value; activity change, % at 1.84 µM; actives 0.37% (n = 340,000); AID 720551, 2013;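 active = maximum activity change below -70%; inconclusive = maximum activity change between -70% and -50%; inactive = maximum activity change above -50%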; also: % is scaled to controls: 0 for no effect and ±100 for the full control effect
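U2OS cells transduced with wild-type KCNH2 virus are loaded with FluxOr dye for 45 min, and thallium flux is measured in kinetic reads before and after stimulation buffer. Rate constants are normalized to DMSO controls.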
PKM2 activator = qHTS Assay for Activators of Human Muscle isoform 2 Pyruvate Kinase; purified PKM2, Kinase-Glo ATP luminescence, activation; response scale: 0% is enzyme alone, no compound; Potency, µM (series often up to 57.5 µM), for the others: at the top dose activation, most hits filed as activators; actives 0.34% (n = 260,000); AID 1631, 2009; also: potency is read from the fitted curve at half-maximal effect; % is scaled to controls: 0 for no effect and ±100 for the full control effect; nearly all actives have a fitted effect of over 55% in size
Target sequence (P14618 whole entry, looked up, canonical isoform): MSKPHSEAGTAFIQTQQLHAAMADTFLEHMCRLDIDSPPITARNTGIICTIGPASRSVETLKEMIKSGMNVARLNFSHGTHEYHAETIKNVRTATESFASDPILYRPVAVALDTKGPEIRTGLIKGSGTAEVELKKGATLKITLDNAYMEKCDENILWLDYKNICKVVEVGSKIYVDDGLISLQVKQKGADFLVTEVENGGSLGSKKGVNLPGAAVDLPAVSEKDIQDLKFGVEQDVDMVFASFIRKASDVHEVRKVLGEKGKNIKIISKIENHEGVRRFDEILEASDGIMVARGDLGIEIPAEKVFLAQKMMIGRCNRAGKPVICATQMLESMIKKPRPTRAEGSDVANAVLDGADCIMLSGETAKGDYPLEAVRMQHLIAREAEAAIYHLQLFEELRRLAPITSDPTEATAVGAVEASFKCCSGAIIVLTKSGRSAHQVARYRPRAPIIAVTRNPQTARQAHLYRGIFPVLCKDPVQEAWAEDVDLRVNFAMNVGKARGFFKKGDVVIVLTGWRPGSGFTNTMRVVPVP
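Purified hPK-M2 (>95%) run at intermediate activity with 0.1 mM ADP and 0.5 mM PEP in 50 mM imidazole pH 7.2, KCl, MgCl2; 1 h room temperature. ATP formed read by Kinase-Glo luminescence; normalized to uninhibited and no-enzyme controls.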
* marks the source's active call; other numbers are inactive results; ? = inconclusive; . = no result given; [ ] = remark or other dose. Unless noted, calls follow the shape of the dose curve; as a rule, active = well fitted curve in the direction sought with a large enough effect; inconclusive = small, poorly fitted or top-dose-only effect, or another doubt; inactive = no such curve, though single readings can be large; an effect the other way counts as inactive or inconclusive. This is a subset; rates above refer to the full screens.

SMILES	Giardia kill	GALK inhibitor	Coupling enz	USP2a block	Menin MLL FP TR	TRPV1 agonist	B2AR arrestin	MLL CXXC-DNA inh	KCNH2 3.1 block	hERG WT inh	PKM2 activator
CC1CN(C(=O)COC(=O)c2ccc(S(=O)(=O)N(C)C)cc2)CC(C)O1 (stereo not given)	-6	-2%	1	2%	-1%	1	0.2%	4%	-2	-5	.
CCCCOc1ccc(C(=O)NCC(=O)NNC(=O)c2ccco2)cc1	9	.	.	1%	.	.	-0.2%	.	-5	-3	.
CN(C)c1ccc(C(C(=O)NC2CCCCC2)N(Cc2ccco2)C(=O)c2snc(C(N)=O)c2N)cc1 (stereo not given)	13	1%	-3	0%	-25%	6	-0.2%	7%	0	0	3%
CCOC(=O)Cn1cnc2c(nnn2-c2ccc(OC)cc2)c1=O	10	-1%	3	1%	14%	0	0.1%	2%	15	0	-1%
Cc1c(C)c2c(OCC(=O)N[C@@H](CC(C)C)C(=O)O)cc3c(c2oc1=O)CCC(C)(C)O3	7	1%	7	-4%	16%	-3	0.3%	0%	-6	-4	.
O=C(COC(=O)c1ccccn1)NNC(=O)c1ccc([N+](=O)[O-])cc1	-4	.	.	1%	.	-2	-0.8%	.	8	2	.
Cn1cc(C(=O)C(=O)N2CCc3ccccc32)c2ccccc21	-3	-6%	.	1%	.	-3	0.1%	9%	-5	1	2%
O=C(O)CSc1nnc(CNc2ccccc2Cl)n1-c1ccccc1	8	-1%	10	1%	-3%	-1	-0.5%	7%	-6	2	-3%
COCCn1c(SCC(=O)NCCc2ccccc2)nc2c([nH]c3ccccc32)c1=O	-6	6%	.	0%	.	0	0.4%	-2%	.	10	-12%
O=C(Nc1nncs1)C12CC3CC(CC(Cl)(C3)C1)C2	3	2%	-2	8%	-13%	-4	0.5%	-4%	1	-1	.
CC(=O)c1ccc(N2CCN(C(=O)CCC(=O)Nc3ccc4nc(N5CCN(C)CC5)cc(C)c4c3)CC2)cc1	21	-1%	-4	1%	-9%	-4	-0.1%	14%	-4	-3	-4%
CCN(CC(=O)Nc1ccccc1OC)C(=O)C1CC2C=CC1C2 (stereo not given)	-8	0%	0	.	-5%	5	.	-8%	6	4	-1%
Cc1cc(S(=O)(=O)NCc2ccncc2)c(C)cc1Br	-24	3%	.	1%	.	4	-0.1%	10%	13	-1	-20%
Cc1nnsc1SCCNC(=O)c1c(F)cccc1F	10	0%	2	-1%	17%	4	-0.3%	-4%	-5	0	13%
O=C1OCCC1Sc1nc2ccccc2n1-c1ccccc1 (stereo not given)	27	0%	-2	1%	-9%	3	1.1%	3%	-22	3	1%
CC12OC1C1(O)CCCC1=CC2=O (stereo not given)	.	.	6	0%	-1%	-1	-0.6%	2%	.	.	3%
O=C(NCCN1C(=O)S/C(=C\c2ccccc2F)C1=O)C1=COCCO1	-3	.	.	-1%	.	4	6.6%	.	-5	6	.
CC(C)CN1CCN(Cc2cccn2-c2ccccn2)CC1CCO (stereo not given)	8	-1%	-1	-9%	-2%	-2	-0.7%	9%	-2	14	-11%
O=C(CN1CCN(Cc2ccc3c(c2)OCO3)CC1)N1CCc2[nH]c3ccc(F)cc3c2C1	21	0%	-2	-1%	-7%	?	-0.2%	-3%	-22	9	5%
CCOC(=O)c1ccc(NC(=S)NCCCN2CCN(C3CCCCC3)CC2)cc1	12	3%	1	0%	-11%	-3	-0.4%	-8%	-28	17	-5%
Cc1ccc(S(=O)(=O)N2CCN(c3ncccn3)CC2)c(C)c1	-3	8%	1	1%	-21%	6	-0.3%	-4%	-6	-3	0%
Cc1ccc(C)c(N(C(=O)CNC(=O)c2ccco2)C(C(=O)NCC2CCCO2)c2ccccc2)c1 (stereo not given)	2	2%	0	1%	?	?	-1.0%	-5%	-75*	-5	.
COc1ccc(C/C(C)=N/NC(=O)c2cc(C)oc2C)cc1	41[activator]	5%	2	-1%	2%	-5	-0.7%	9%	-31	-4	-14%
CCOC(=O)/C=C1\SCC(=O)N1CC(=O)NC(C)c1ccccc1 (stereo not given)	1	5%	1	2%	-9%	0	-3.1%	3%	-14	3	0%
O=C(Nc1ccc2c(c1)OCO2)c1ccc(S(=O)(=O)N2CCCC2)cc1	-10	-2%	0	1%	7%	?	-0.1%	5%	-20	-10	5%

Three records drawn at random from those above, as already listed:
SMILES	Giardia kill	GALK inhibitor	Coupling enz	USP2a block	Menin MLL FP TR	TRPV1 agonist	B2AR arrestin	MLL CXXC-DNA inh	KCNH2 3.1 block	hERG WT inh	PKM2 activator
CC(=O)c1ccc(N2CCN(C(=O)CCC(=O)Nc3ccc4nc(N5CCN(C)CC5)cc(C)c4c3)CC2)cc1	21	-1%	-4	1%	-9%	-4	-0.1%	14%	-4	-3	-4%
CC12OC1C1(O)CCCC1=CC2=O (stereo not given)	.	.	6	0%	-1%	-1	-0.6%	2%	.	.	3%
CCCCOc1ccc(C(=O)NCC(=O)NNC(=O)c2ccco2)cc1	9	.	.	1%	.	.	-0.2%	.	-5	-3	.

The listing picks up, starting 2 compounds before the break.
SMILES	Giardia kill	GALK inhibitor	Coupling enz	USP2a block	Menin MLL FP TR	TRPV1 agonist	B2AR arrestin	MLL CXXC-DNA inh	KCNH2 3.1 block	hERG WT inh	PKM2 activator
CCOC(=O)/C=C1\SCC(=O)N1CC(=O)NC(C)c1ccccc1 (stereo not given)	1	5%	1	2%	-9%	0	-3.1%	3%	-14	3	0%
O=C(Nc1ccc2c(c1)OCO2)c1ccc(S(=O)(=O)N2CCCC2)cc1	-10	-2%	0	1%	7%	?	-0.1%	5%	-20	-10	5%
CC(=O)Nc1ccc(NC(=O)CSC2=NS(=O)(=O)c3cc(F)ccc3N2)cc1	-15	.	.	2%	.	1	-0.4%	.	-11	7	.
CCc1ccccc1N(C(=O)c1snc(C(N)=O)c1N)C(C(=O)NCC1CCCO1)c1ccc(OC)c(OC)c1 (stereo not given)	?	11%	1	1%	-5%	2	-0.6%	-17%	13	5	3%
CC(C)(C)OC(=O)N1CCCC1C(=O)N1CCc2ccccc21 (stereo not given)	3	1%	-1	3%	-13%	2	-0.2%	5%	1	9	0%
Cc1ccc(N2C(=O)NC(NC(=O)C(C)(C)C)(C(F)(F)F)C2=O)cc1C (stereo not given)	?	.	1	1%	-4%	0	-0.2%	4%	5	9	-1%
COc1ccc(/C=N/NC(=O)CNC(=O)c2ccc3c(c2)OCCO3)c(C(=O)O)c1OC	4	8%	5	4%	-2%	1	-0.2%	6%	13	-12	.
COc1ccc(C(=O)NCC(c2cccs2)N2CCc3ccccc32)c(OC)c1 (stereo not given)	-22	.	.	-6%	.	25	-0.4%	.	-24	-17	.
Fc1ccc(-c2[nH]ncc2-c2nnnn2-c2ccccc2)c(F)c1	5	-3%	.	-2%	3%	6	0.1%	1%	3	-5	-1%
COc1ccc(-c2nn(-c3ccccc3)cc2CO)cc1OC	-11	3%	1	4%	-5%	3	-0.2%	-4%	-6	-13	-3%
O=C(COC(=O)c1cccnc1)Nc1ccccc1	-9	-1%	0	2%	-11%	0	-0.6%	-6%	4	-1	5%
Cc1ccc(Nc2nc(N3CCOCC3)nc(N3CCOCC3)n2)cc1	14	3%	-7	-2%	-26%	-9	-0.1%	-1%	6	5	4%
CCCCc1ccc(NC(=O)CN(C)CC(=O)Nc2ccccc2Cl)cc1	13	4%	-5	-13%	19%	19	0.2%	20%	-7	-3	.
Cc1c(CC(=O)NCCCCCC(=O)O)c(=O)oc2cc3occ(-c4ccccc4)c3cc12	-15	3%	5	1%	23%	-3	0.1%	1%	0	1	.
